# Screening data (PubChem)
# Rin1-Abl PPI inh = human Rin1-Abl interaction inhibition; P00519+Q13671; TR-FRET Rin1/Abl binding, biochemical; inhibition, % at 7.35 µM; 0.4% of 360,000 active; AID 588664; in the data active = inhibition above about 5%, passing the limit was not always enough
# DNMT1 block = blocks human DNA methyltransferase DNMT1; DNMT1 molecular beacon, Hinp1I cleavage, fluorescence; inhibition (reported as % activation of signal), % at 10 µM; 0.83% of 360,000 active; AID 588458; in the data active = inhibition above about 50%
# Rpn11 block = blocks the human proteasome subunit Rpn11; calls only at 20 µM; 0.59% of 360,000 active; O00487; AID 588493; human 26S proteasome, Ub4-pepOG fluorescence polarization; 20S core pre-blocked with epoxomicin;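 active = inhibition at 20 µM, scaled to each plate's controls, above about 33%, limit read from the data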
# Target sequence (O00487 whole entry, looked up): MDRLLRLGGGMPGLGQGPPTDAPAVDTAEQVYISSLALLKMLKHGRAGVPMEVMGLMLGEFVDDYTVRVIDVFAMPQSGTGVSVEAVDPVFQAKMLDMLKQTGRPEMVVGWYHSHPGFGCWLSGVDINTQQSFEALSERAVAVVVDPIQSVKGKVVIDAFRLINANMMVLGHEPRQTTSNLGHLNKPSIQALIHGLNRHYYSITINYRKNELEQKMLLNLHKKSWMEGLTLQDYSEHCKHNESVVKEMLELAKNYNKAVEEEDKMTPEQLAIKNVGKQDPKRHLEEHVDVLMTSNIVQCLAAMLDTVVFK
# NadD inh = inhibitors of Staphylococcus aureus NadD; purified NadD enzyme, colorimetric absorbance read-out; inhibition, % at 20 µM; 0.78% of 360,000 active; in the data active = inhibition above about 26%; note: some compounds past the cut are filed as inactive
# CSN inh = CSN deneddylation inhibition; Purified CSN, SCF-Nedd8-OG deneddylation, fluorescence polarization; 0.38% of 360,000 active; inhibition, % at 12.5 µM;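 active = pattern-corrected inhibition above about 35%, with an unprinted fluorescence ratio check between 0.5 and 1.5, limit read from the data, passing the limit was not always enough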;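 note: 0% = enzyme with substrate and 100% = substrate without enzyme; some results filed as inactive read as strong as hits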
# Target sequence (Q92905 whole entry, looked up, one chain of several): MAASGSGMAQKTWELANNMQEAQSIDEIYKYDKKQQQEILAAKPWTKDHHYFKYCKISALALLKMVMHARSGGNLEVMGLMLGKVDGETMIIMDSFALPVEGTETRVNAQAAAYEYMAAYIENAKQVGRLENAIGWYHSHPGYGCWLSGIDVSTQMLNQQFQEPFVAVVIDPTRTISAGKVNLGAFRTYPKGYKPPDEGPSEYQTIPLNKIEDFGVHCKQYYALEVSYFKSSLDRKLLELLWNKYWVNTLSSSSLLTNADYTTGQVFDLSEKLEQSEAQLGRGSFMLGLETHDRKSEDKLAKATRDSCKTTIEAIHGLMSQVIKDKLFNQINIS
#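 Material: purified human Csn5 enzyme expressed in HEK293T cells / Medium: Tris buffer pH 7.5, NaCl, DTT, Tween-20, trehalose, ovalbumin / Compound dosing: 12.5 µM single point / Schedule: 90 min incubation of compound, enzyme and substrate at room temperature / Signal: fluorescence polarization of the substrate / Control set: no-enzyme wells high, enzyme-with-substrate wells low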
# SUMO1-SIM PPI = modulators of human SUMO1-mediated protein-protein interactions. P63165. SUMO1 binding to a labelled peptide, TR-FRET, 1 h. inhibition, % at 20 µM. 0.33% of 360,000 active. AID 602429; in the data active = inhibition above about 37%
# Target sequence (P63165 whole entry, looked up): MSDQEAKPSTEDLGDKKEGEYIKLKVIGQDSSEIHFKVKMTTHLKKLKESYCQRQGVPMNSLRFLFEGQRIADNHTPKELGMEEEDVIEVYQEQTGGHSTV
# LMPTP block = blocks human LMPTP phosphatase; AID 651560; 0.22% of 360,000 active; recombinant LMPTP-A, OMFP fluorogenic substrate, fluorescence intensity; P24666; inhibition, % at 20 µM;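 active = compounds that cut the enzyme signal by at least half of the control window in the single-dose screen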;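 note: plate controls were DMSO wells with enzyme plus substrate for no effect and substrate without enzyme for full effect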
#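 Material: LMPTP-A; amount: 0.625 nM enzyme; doses: single 20 µM dose; times: reaction 50 min, room temperature, dark; technique: fluorescence intensity of OMFP turnover product; benchmarks: no-enzyme and uninhibited controls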
# STEP inh = inhibitors of human striatal-enriched phosphatase STEP. recombinant STEP, OMFP fluorogenic substrate, fluorescence. inhibition, % at 20 µM. 0.25% of 360,000 active. AID 588621;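 active = inhibition at 20 µM, scaled per plate between control wells, above about 37%, limit read from the data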;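 note: 0% = DMSO with enzyme and substrate and 100% = substrate only without enzyme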
#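 System: STEP (striatal-enriched tyrosine phosphatase) enzyme, cell-free; medium: Bis-Tris pH 6.0 buffer with DTT, detergent; dosing: 20 µM, 1% DMSO; times: reaction 20 min, ambient temperature; detection: fluorescence, 480/540 nm; read-out basis: normalized % inhibition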
# Scp-1 inhibitor = inhibitors of human Scp-1 phosphatase | Q9GZU7 | Recombinant Scp1, phosphopeptide, malachite green phosphate absorbance | inhibition, % at 20 µM | 0.88% of 340,000 active;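 active = inhibition above about 50% at 20 µM, limit read from the data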;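 note: plate controls were DMSO wells with enzyme for no effect and wells lacking enzyme for full effect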
# Target sequence (Q9GZU7 76-261 limits assumed): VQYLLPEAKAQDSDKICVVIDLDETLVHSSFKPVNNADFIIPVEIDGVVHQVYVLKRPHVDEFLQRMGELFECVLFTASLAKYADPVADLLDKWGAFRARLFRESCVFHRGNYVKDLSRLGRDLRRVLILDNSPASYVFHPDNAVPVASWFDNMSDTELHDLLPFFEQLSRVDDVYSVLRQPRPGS
#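 System: truncated SCP-1 phosphatase (76-261aa); medium: Tris acetate buffer pH 5.5 with MgCl2 and Tween-20; incubation: 45 min room-temperature reaction, 5 min colour, 30 min stabiliser; compound: single 20 µM dose, 1% DMSO; reagent: Phosphorylated 17-residue peptide substrate; read-out: % inhibition at 20 µM; technique: colorimetric free-phosphate detection, absorbance 630 nm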
# Neddyl block = blocks human cullin neddylation | P61081+Q13564 | TR-FRET cullin neddylation, biochemical | calls only at 25 µM | 0.58% of 360,000 active; in the data active = inhibition above about 36%
# * marks the source's active call; other numbers are inactive results; i = inactive; . = no result given; + = active, no number.
1: Cc1nc(Oc2ccc(Cl)cc2)c2oc3ccccc3c2n1
2: CCn1ccnc1CN(C)Cc1cn(-c2cccc(C)c2)nc1-c1cccc(F)c1
3: O=[N+]([O-])c1ccc(N=NNc2ccccc2)cc1
4: Oc1c(C(c2ccco2)N2CCOCC2)sc2ncnn12 (stereo not drawn)
5: Cc1onc(-c2ccccc2)c1C(=O)Nc1nncs1
6: Cn1cccc1/C=N/NC(N)=S

Compound,1,2,3,4,5,6
Rin1-Abl PPI inh,0.0,-4.5,0.2,-1.6,-0.1,-2.5
DNMT1 block,-1.5,0.5,-15.0,-1.5,1.6,-1.9
Rpn11 block,i,i,i,i,i,i
NadD inh,-1.2,-7.0,-1.6,-5.3,-4.6,2.5
CSN inh,-3.7,1.4,-1.4,1.8,4.1,-1.0
SUMO1-SIM PPI,1.6,2.5,-19.7,-5.8,7.4,0.2
LMPTP block,1.6,1.3,1.0,-2.0,-0.9,-0.1
STEP inh,0.9,-2.5,3.7,-3.4,0.5,-3.0
Scp-1 inhibitor,-2.2,1.9,-6.6,-4.8,-0.6,-1.9
Neddyl block,i,i,i,i,i,i

7: O=C(CCn1c(=O)[nH]c2ccccc2c1=O)NCCSCc1ccccc1
8: CCC(C)N1CCC(Oc2ccc(C(=O)NCc3ccccn3)cc2)CC1 (stereo not drawn)
9: Oc1ccccc1N1CCN(c2ncnc3scc(-c4ccc(F)cc4)c23)CC1
10: COc1ccc(S(=O)(=O)NCc2ccccn2)c(C)c1C
11: Cc1cccc(CNC(=O)C2CCC(=O)N(C3CC3)C2)c1 (stereo not drawn)
12: CC1CCN(c2c(NCC3CCC(C(=O)NC4CCCCCC4)CC3)c(=O)c2=O)CC1 (stereo not drawn)

Compound,7,8,9,10,11,12
Rin1-Abl PPI inh,1.6,0.5,-1.3,2.3,0.0,1.1
DNMT1 block,0.7,1.2,-10.2,-1.3,0.1,-0.8
Rpn11 block,i,i,i,i,i,i
NadD inh,0.4,-2.9,20.7,-3.1,-1.4,-0.6
CSN inh,1.4,-2.8,-0.9,1.8,-1.2,3.7
SUMO1-SIM PPI,5.8,-0.4,5.4,2.8,-3.4,1.4
LMPTP block,-0.7,-0.7,5.4,-2.6,-1.3,-1.2
STEP inh,4.9,-0.6,3.1,1.7,-1.5,2.2
Scp-1 inhibitor,-7.4,0.0,1.4,-7.0,-4.6,-2.0
Neddyl block,i,i,i,i,i,i

13: O=C(C/C(=N/O)c1ccccc1O)C(F)F
14: S=C1NC[C@H](CC2CCCCC2)N1CC1CCCCC1
15: Cc1cccc(C(=O)O/N=C(\N)c2ccc(Cl)cc2)c1
16: Cc1ccc2nc(N3CCN(C)CC3)c(C#N)cc2c1
17: CC(=O)Nc1ccc(C(=O)CSc2nnc3scc(-c4ccccc4)n23)cc1
18: CC(C)(C)OC(=O)N1CCC2(CC1)Oc1ccc(F)cc1C(=O)C21CC(c2ccccc2)=NO1 (stereo not drawn)

Compound,13,14,15,16,17,18
Rin1-Abl PPI inh,-2.0,3.3,1.0,1.8,0.5,3.1
DNMT1 block,0.3,1.7,1.8,4.8,1.4,-5.4
Rpn11 block,i,i,i,i,i,i
NadD inh,1.1,-1.3,-11.1,2.5,2.4,-4.5
CSN inh,3.5,105.0,-0.9,-2.2,0.0,0.0
SUMO1-SIM PPI,0.4,2.9,1.9,-11.8,5.5,1.8
LMPTP block,0.0,2.0,2.0,-1.7,-0.5,0.6
STEP inh,1.9,1.4,1.3,1.8,-1.1,2.8
Scp-1 inhibitor,-2.2,15.2,-7.3,7.6,-6.2,-8.6
Neddyl block,i,i,i,+,i,i

19: CCCCCOc1ccc(NC(=O)C2OC3OC(C)(C)OC3C3OC(C)(C)OC23)cc1 (stereo not drawn)
20: CCOC1=C2[C@@H](CN(S(=O)(=O)c3ccc(C)cc3)[C@H]2c2cccc3ccccc23)[C@H]2C(=O)NC(=O)[C@H]2C1
21: O=C(CN1C(=O)CCC1=O)Nc1nc(-c2ccccn2)cs1
22: Cc1ccc(S(=O)(=O)NC(=O)Nc2ccc(C)cc2C)cc1
23: Nc1nc(-c2ccccc2)cc(-c2ccccc2)n1
24: C[C@@H]1CN([C@H](C)CO)S(=O)(=O)c2ccc(Br)cc2O[C@@H]1CN(C)Cc1ccc(-c2ccccc2)cc1

Compound,19,20,21,22,23,24
Rin1-Abl PPI inh,-0.9,0.9,-3.4,-1.5,1.9,7.1
DNMT1 block,-0.4,5.5,2.6,-0.4,8.0,-16.3
Rpn11 block,i,i,i,i,i,i
NadD inh,-3.5,3.1,0.8,-1.6,-3.9,1.9
CSN inh,-0.6,0.9,-0.8,-4.6,-3.5,3.4
SUMO1-SIM PPI,-2.0,0.1,6.4,0.2,7.5,4.8
LMPTP block,-1.4,3.6,0.5,-0.9,-2.6,1.6
STEP inh,2.0,-1.0,0.8,-0.9,-1.4,-0.3
Scp-1 inhibitor,-1.2,.,9.7,-2.0,1.2,.
Neddyl block,i,i,i,i,i,i

25: COCCNC(=O)CSc1nc2ccc(N3CCOCC3)cc2c(=O)n1Cc1ccc(OC)cc1
26: O=C(NCN1CCCCC1)c1cnccn1
27: O/N=C/c1ccc2cccc(O)c2n1
28: COc1cc(Br)cc(CN2CCN(C=O)CC2)c1O
29: COc1cc(NC(=S)N(C)CCC#N)c(OC)cc1Cl
30: COC(=O)c1cc(-c2cccc(OC)c2)c2c(=O)[nH]c(=O)n(C)c2n1

Compound,25,26,27,28,29,30
Rin1-Abl PPI inh,-3.0,0.2,-5.3,-2.6,-1.3,-0.9
DNMT1 block,-20.2,1.1,2.3,2.0,3.7,-2.8
Rpn11 block,i,i,i,i,i,i
NadD inh,11.7,5.7,-2.8,-1.7,0.5,-12.5
CSN inh,-6.3,1.6,-2.0,4.6,2.6,-0.8
SUMO1-SIM PPI,-3.8,0.2,-9.8,-1.6,5.0,-15.7
LMPTP block,0.5,-3.7,0.2,-1.9,-1.5,-1.6
STEP inh,3.6,5.2,1.8,1.1,2.9,-4.8
Scp-1 inhibitor,9.7,-0.1,0.2,-1.8,-6.6,-9.7
Neddyl block,.,i,i,i,i,.

31: CSCCC(C(=O)NCc1ccccc1)n1c(Cc2cc(F)cc(F)c2)nc2ccccc21 (stereo not drawn)
32: CCCOc1ccc(C(=O)ON=C2CCN(C)CC2)cc1
33: COc1ccc(OC)c(-c2cc(C(=O)NC3CCCC3)c3ccccc3n2)c1
34: O=C(Nc1ccc(S(=O)(=O)N2CCCCC2)cc1)c1ccc(Cl)nc1
35: COc1ccc(CNC(=O)CN(Cc2ccco2)C(=O)CNS(=O)(=O)c2ccc(C)cc2)cc1
36: O=C1Cc2ccccc2C(=O)N1c1ccc(F)cc1Cl

Compound,31,32,33,34,35,36
Rin1-Abl PPI inh,.,1.3,-1.5,-1.0,3.6,0.8
DNMT1 block,.,1.7,-4.8,-1.3,1.1,-8.9
Rpn11 block,.,i,i,i,i,i
NadD inh,.,2.2,0.7,-5.7,-4.2,0.1
CSN inh,-2.7,-1.2,6.2,6.3,-0.5,5.2
SUMO1-SIM PPI,4.3,-0.1,2.0,3.8,1.6,3.5
LMPTP block,2.0,-2.9,1.7,7.8,-1.5,2.4
STEP inh,.,-2.1,2.3,4.3,-1.4,8.5
Scp-1 inhibitor,.,-6.6,6.5,-3.4,-3.8,4.4
Neddyl block,i,i,i,i,i,.

37: Cc1ccc2c(c1)C(=O)C(=O)N2CC(=O)Nc1ccc(N2CCOCC2)cc1
38: CCCc1nc2c([nH]1)C(c1cccnc1)C(C#N)=C(N)O2 (stereo not drawn)
39: COc1ccc(C(=O)c2sc3nc(-c4ccccc4)ccc3c2N)cc1
40: CCCOc1ccc(CC2CCC(=O)NC2=O)cc1 (stereo not drawn)
41: COCC(=O)N(C)c1nnc(-c2cnc(C)cn2)s1
42: COc1ccc(CN(Cc2ccc(C(=O)O)cc2)C(=S)Nc2ccccc2Cl)cc1OC

Compound,37,38,39,40,41,42
Rin1-Abl PPI inh,0.3,-2.2,-0.5,-0.5,-1.3,0.4
DNMT1 block,-4.1,1.5,-8.1,2.0,0.4,-0.3
Rpn11 block,i,i,+,i,i,i
NadD inh,-4.1,-4.6,27.0,0.4,0.8,-1.8
CSN inh,-4.0,-1.6,6.0,3.0,8.2,7.4
SUMO1-SIM PPI,-5.9,1.9,-6.4,-3.7,-13.2,3.0
LMPTP block,-0.4,-1.6,1.4,0.7,-1.5,0.1
STEP inh,0.9,-2.5,-3.4,-1.2,-3.2,3.8
Scp-1 inhibitor,-12.1,-8.3,-10.4,-3.4,-2.2,-1.9
Neddyl block,i,i,i,i,i,i

43: CCc1ccc([C@@H]2CC=C(C(=O)O)CN2S(=O)(=O)c2ccc(C)cc2)cc1
44: Cc1cccc(C(=O)NC(=S)NNC(=O)c2ccc(Cl)cc2)c1
45: CCOC(=O)c1cc(-c2c(Cl)cccc2Cl)no1
46: CCc1nn(CC(=O)NCCc2ccc(OC)cc2OC)c(=O)c2cc3occc3n12
47: COc1ccccc1NS(=O)(=O)c1cc(NC(=O)c2cccs2)ccc1N1CCOCC1
48: COc1ccc(OC)c(NC(=O)COC(=O)CCc2nc3ccccc3c(=O)[nH]2)c1

Compound,43,44,45,46,47,48
Rin1-Abl PPI inh,1.6,-3.7,-0.3,2.6,-1.8,1.4
DNMT1 block,2.1,-1.5,0.6,2.5,-7.3,4.7
Rpn11 block,i,i,i,i,i,i
NadD inh,-5.2,5.4,-6.8,-1.9,0.4,4.1
CSN inh,-2.9,-3.9,-3.2,-2.1,-1.9,2.7
SUMO1-SIM PPI,2.0,4.2,6.6,-1.1,1.6,2.5
LMPTP block,0.1,-2.3,0.3,-0.7,1.8,-0.6
STEP inh,-1.0,1.2,1.0,-2.1,1.0,-1.5
Scp-1 inhibitor,3.9,-9.4,-16.9,-6.3,-11.7,2.6
Neddyl block,i,i,i,i,i,i

49: COc1ccc(Cl)cc1NC(=O)C1CC(c2ccccc2O)=NO1 (stereo not drawn)
50: CC1CCCCC1NC(=O)C1CCN(S(=O)(=O)c2ccc3c(c2)CCC(=O)N3)CC1 (stereo not drawn)
51: COc1ccc(CCNC(=O)Cn2nnc(C(=O)Nc3cccc(C)c3C)c2N)cc1OC
52: Cc1cc(C)c2nc(/N=C(\N)NC(=O)Nc3ccccc3)nc(C)c2c1

Compound,49,50,51,52
Rin1-Abl PPI inh,-1.1,-1.1,1.1,-4.1
DNMT1 block,3.6,6.7,0.2,-6.5
Rpn11 block,i,i,i,+
NadD inh,-3.1,-3.4,-0.5,10.0
CSN inh,-0.3,-1.3,-1.8,7.6
SUMO1-SIM PPI,0.6,6.6,3.2,-1.6
LMPTP block,-0.6,-2.6,-1.7,0.5
STEP inh,-1.0,-0.5,0.3,-1.1
Scp-1 inhibitor,-3.0,-3.1,0.8,10.7
Neddyl block,i,i,i,i

# Results in Rpn11 block, for some of the entries so far:
nr	SMILES	Rpn11 block
50	CC1CCCCC1NC(=O)C1CCN(S(=O)(=O)c2ccc3c(c2)CCC(=O)N3)CC1 (stereo not drawn)	i
51	COc1ccc(CCNC(=O)Cn2nnc(C(=O)Nc3cccc(C)c3C)c2N)cc1OC	i
52	Cc1cc(C)c2nc(/N=C(\N)NC(=O)Nc3ccccc3)nc(C)c2c1	+
